CHX counter – counter-screen hit for Shiga toxin inhibitors, cycloheximide | AID 2314 | max response, % | hit rate 12% among 300,000 | cell reporter, cycloheximide protein synthesis inhibition counterscreen; in the data active = max response mostly above about 13%, no sharp cut-off; inactive = mostly below about 14%; note: read at 38.3 µM for the half of the compounds with a filed dose; 0% is about no effect
Pf growth 48h – inhibits P. falciparum growth in the first generation, 48 h | P. falciparum luciferase growth in erythrocytes, 48 h | Potency, µM (titrated, usually from 28.7 µM), without a hit: at the highest dose activity change, negative = inhibition, hits mostly inhibitors | hit rate 5.9% among 310,000 | AID 504832; note: potency is the fitted concentration of half-maximal effect; % is set by controls: 0 for no effect and ±100 for the full control effect
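Luciferase-expressing P. falciparum in infected erythrocytes (2% hematocrit, 0.1% parasitemia final) in RPMI 1640/0.5% Albumax were exposed to compound for 48 hours at 37 C, 5% CO2; growth read as luminescence.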
AMA1-RON2 inh – inhibitors of Plasmodium falciparum AMA1-RON2 interaction | hit rate 0.2% among 360,000 | AlphaScreen AMA1-biotinylated RON2 peptide binding | Potency, µM (series often up to 58.2 µM), without a hit: at the highest dose activity change, negative = inhibition, hits mostly inhibitors;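 note: potency is the fitted concentration of half-maximal effect; 0% = vehicle wells and -100% = peptide control; nearly all actives have a fitted effect of over 45% in size; some results filed as inactive show a strong effect at the top dose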
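AMA1 (3D7) with his tag at 25 nM final met compounds first, then biotinylated RON2 peptide at 25 nM; detection used donor plus acceptor beads, 10 µg/mL apiece, read by AlphaScreen after 30 min at room temperature.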
Tb PYK inh – inhibitors of Trypanosoma brucei pyruvate kinase | TbPYK enzyme, Kinase-Glo Plus ATP luminescence, 45 min | Potency, µM (doses to about 76.8 µM), for inactives: at the highest dose activity, negative = inhibition, most hits filed as inhibitors | hit rate 0.12% among 410,000 | AID 624173; note: potency is the fitted concentration of half-maximal effect; % is set by controls: 0 for no effect and ±100 for the full control effect; nearly all actives have a fitted effect of over 50% in size
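Enzyme and substrate buffer are dispensed first and compound is pin-transferred. ADP at 130 uM final then starts the reaction, which runs 45 min at room temperature. Detection reagent is added for 10 min before luminescence is imaged.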
Shiga inhibitor – blocks Shiga toxin action in Vero cells | inhibition, % at 38.7 µM | hit rate 9.2% among 290,000 | Vero cells, Shiga toxin protein synthesis inhibition reporter; in the data active = inhibition mostly above about 28%, no sharp cut-off; inactive = mostly below about 43%; note: 0% is about no effect
Pf growth 96h – inhibits malaria parasite growth, 96 h | P. falciparum luciferase reporter growth, 96 h | Potency, µM (doses to about 28.7 µM), without a hit: top-dose activity change, negative = inhibition, actives largely listed as inhibitors | hit rate 6.9% among 320,000; note: potency is the fitted concentration of half-maximal effect; % is set by controls: 0 for no effect and ±100 for the full control effect
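Two parasite generations (96 h, 37 C, 5% CO2) of compound exposure in infected erythrocytes (0.05% parasitemia, 2% hematocrit). Luciferase-reporter P. falciparum; decreased luminescence indicates inhibited growth, aimed at apicoplast-acting delayed death.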
LmPK inh – LmPK (Leishmania mexicana) enzyme inhibition. purified LmPK, Kinase-Glo ATP luminescence, 1 h. Potency, µM (highest dose often 57.5 µM), for inactives: top-dose activity change, negative = inhibition, usual class: inhibitors. hit rate 0.37% among 290,000; note: potency is the fitted concentration of half-maximal effect; % is set by controls: 0 for no effect and ±100 for the full control effect
Target sequence (Q27686 whole entry, looked up): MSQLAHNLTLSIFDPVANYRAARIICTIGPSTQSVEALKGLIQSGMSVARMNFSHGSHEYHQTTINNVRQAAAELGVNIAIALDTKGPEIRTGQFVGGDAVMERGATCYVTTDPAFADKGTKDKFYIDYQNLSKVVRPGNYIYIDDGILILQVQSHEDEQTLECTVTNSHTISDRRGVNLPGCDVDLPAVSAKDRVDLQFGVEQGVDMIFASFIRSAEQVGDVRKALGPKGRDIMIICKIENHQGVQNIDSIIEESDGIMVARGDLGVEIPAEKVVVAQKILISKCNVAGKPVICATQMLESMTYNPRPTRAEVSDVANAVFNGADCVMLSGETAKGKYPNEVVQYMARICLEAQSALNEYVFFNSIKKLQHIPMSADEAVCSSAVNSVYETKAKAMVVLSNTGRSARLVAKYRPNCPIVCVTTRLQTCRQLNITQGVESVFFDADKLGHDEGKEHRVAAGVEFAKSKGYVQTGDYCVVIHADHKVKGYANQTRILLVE
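qHTS format; LmPK 0.1 nM; substrates PEP 0.5 mM and ADP 0.1 mM. One-hour room-temperature incubation, then coupled luciferase luminescence; 0.5 nM enzyme wells mark activation.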
The depositor's hits bear a star; ? = inconclusive; / = no result given; [ ] = another dose, or the depositor's remark. Unless noted, calls come from the whole dose curve; as a rule, active = well fitted curve in the direction sought with a large enough effect; inconclusive = small, poorly fitted or top-dose-only effect, or another doubt; inactive = no such curve, though single readings can be large; an effect the other way counts as inactive or inconclusive.

Every second line gives: CHX counter, AMA1-RON2 inh, LmPK inh, Shiga inhibitor, Pf growth 96h, Pf growth 48h, Tb PYK inh
O=C(NCc1ccco1)C(C(=O)c1ccccc1)n1ccccc1=O (centres undefined)
→ -2.1, -7.9%, -10.2%, -4.0, -25.5%, -3.8%, 0.6%
O=c1oc2cc(Oc3ccc(C(F)(F)F)cc3[N+](=O)[O-])ccc2c2c1CCCC2
→ -1.6, -8.0%, 5.9%, -17.0, -1.1%, 11.3%, -7.3%
C(=C\c1ccccc1)/C=N/N1CCN(c2ccccn2)CC1
→ 39.4*, -10.2%, -17.4%, 48.2*, 181.1%[activator], 107.4%[activator], -8.2%
OC(COCc1ccc(Cl)cc1)CN1CCc2ccccc2C1 (centres undefined)
→ -2.9, -4.7%, 2.5%, -13.3, ?, 5.6%, -7.6%
O=C(Nc1ccc2c(c1)OCCO2)C1CCCN(S(=O)(=O)Cc2ccccc2)C1 (centres undefined)
→ 55.8*, -1.3%, 3.6%, 71.9*, 0.0%, /, 2.1%
COc1ccc(NC(=O)c2c(NC(=O)Cc3ccccc3)sc3c2CCCC3)cc1
→ -12.2, /, /, -4.6, /, /, 1.6%
CCn1nc(C(=O)OCC(=O)NCC(C)C)c2ccccc2c1=O
→ -2.2, 2.5%, 2.2%, -17.1, 20.8%, -26.9%, 3.5%
Cc1cc(NC(=O)COC(=O)CCNS(=O)(=O)c2cccc(C(F)(F)F)c2)no1
→ -6.7, 9.5%, -4.6%, -3.0, 27.8%, 43.7%[activator], 1.0%
COc1ccc(C(=O)Nc2cccc(/C(C)=N\NC(=O)c3ccoc3C)c2)cc1OC
→ 44.6*, 12.0%, -0.8%, 60.2*, -5.4%, -15.6%, -0.4%
S=C(Nc1ccccc1)Nc1cccc(Br)c1
→ 6.8, 8.0%, 2.0%, 2.3, -19.1%, 9.2%, -1.3%
O=c1oc(-c2cccc(C(F)(F)F)c2)nn1-c1ccc(C(F)(F)F)cn1
→ 5.2, 80.0%[activator], 3.1%, 3.8, ?, ?, 0.0%
Cc1nc([N+](=O)[O-])cn1Cc1cccc([N+](=O)[O-])c1
→ 5.8, -5.6%, -7.5%, -5.9, 56.0%[activator], 8.0%, 1.8%
O=C(NCCCN1CCOCC1)C1Cc2c(ccc3ccccc23)O1 (centres undefined)
→ 6.4, 0.0%, 0.7%, 24.3, 29.4%, ?, 0.9%
O=C1CC(N2CCSCC2)C(=O)N1c1cccc(Br)c1 (centres undefined)
→ -2.4, 7.6%, 2.3%, -9.8, 0.6%, ?, -22.5%
CCOC(=O)C1CCCN(c2cc(NCCCO)c([N+](=O)[O-])c3nonc23)C1 (centres undefined)
→ -2.5, /, 0.7%, -3.1, 12.5%, ?, /
CCCN(CCC)C(C)C(=O)NCC1(c2ccccc2)CCCC1 (centres undefined)
→ 11.9, -0.6%, -2.4%, 3.0, -2.2%, -25.6%, 3.3%
O=C(CCC1CCCCC1)Nc1nnc(C(F)(F)F)s1
→ 4.2, -1.7%, -3.3%, 5.3, ?, 52.2%[activator], 3.6%
CC(Sc1nncn1-c1ccccc1)C(=O)Nc1cccc([N+](=O)[O-])c1 (centres undefined)
→ -4.3, -5.5%, 1.9%, -15.2, 66.2%[activator], 39.2%[activator], -5.1%
Cc1cc(C)c2nc(SCC(=O)N3CC(=O)Nc4ccccc43)c(C#N)cc2c1
→ -1.9, 9.9%, -1.0%, -8.1, ?, 13.1µM*, 0.1%
O=C(N/N=C/c1cccs1)c1cncc(Br)c1
→ 19.6, 6.7%, -1.5%, 37.6, -4.9%, ?, -5.1%
O=C(/C=C/Nc1ccccc1F)c1ccc(Br)cc1
→ 60.8*, -7.4%, ?, 87.3*, 50.6%[activator], 246.0%[activator], -1.4%
Cc1ccc(N=C(NOCc2ccc(Cl)cc2Cl)c2nonc2N)c(C)c1
→ -3.1, 16.2%, 1.4%, -4.5, 11.7µM*, /, -2.8%
Cc1ccc(CNC(=O)CN(c2cccc([N+](=O)[O-])c2)S(=O)(=O)c2ccccc2)cc1
→ 4.5, -4.5%, -0.5%, -10.1, -2.9%, ?, -2.9%
COc1ccc2c(c1)nc(SCC(O)c1ccccc1)n2C (centres undefined)
→ 8.1, -14.0%, -0.9%, 22.5, -16.9%, 8.2%, 4.3%
CCNc1nc(Cl)nc(NC2CCCCC2)n1
→ 21.3*, -13.5%, 0.6%, /, 44.0%[activator], 44.4%[activator], 3.0%
Nc1nc(C23CC4CC(CC(C4)C2)C3)[nH]c(=O)n1
→ 0.7, 0.0%, -13.8%, 2.2, -19.3%, -21.3%, 3.3%
CCn1c(CSCc2ccc(Cl)cc2)n[nH]c1=S
→ -3.9, 32.6%[activator], -23.1%, -6.4, 27.9%, ?, ?
CCn1c(SCC(=O)Nc2cc(C)on2)nnc1-c1cccnc1
→ -0.8, 2.7%, -5.0%, -16.2, ?, 13.5%, -0.6%
O=c1cc2c(nn1Cc1ccccc1)-c1ccccc1CC2
→ 10.1, -2.5%, -6.4%, -11.5, ?, ?, 0.8%
Cc1cc(C[n+]2cc(Cl)ccc2N)c2ncccc2c1
→ -7.2, -5.3%, 5.7%, -6.6, ?, 13.1µM*, 0.1%
CN(C(=O)Nc1ccccc1)C1CCCc2ccccc21 (centres undefined)
→ 19.3*, -12.4%, -0.4%, 71.5*, ?, -25.5%, -0.1%
COc1ccc(C)cc1NC(=O)C/C(C)=N/NC(=O)Cc1cccc2ccccc12
→ -4.5, 77.8%[activator], -2.5%, -3.1, 19.7%, -12.9%, 10.4%
CCOC(=O)c1cccc(NC(=O)CCc2nnc3ccc(N4CCCCC4)nn23)c1
→ -1.9, -6.3%, 6.5%, -4.9, ?, ?, 3.0%
O=C(CC1C(=O)NCCN1Cc1ccc(F)c(F)c1)NCCCn1ccnc1 (centres undefined)
→ 4.9, -5.0%, 1.5%, 13.0, 15.1%, 33.4%[activator], -0.8%
CCOc1ccc(C(=O)N2CCN(c3ccccc3)CC2)cc1
→ 11.4, 1.8%, -0.3%, 30.0*, -7.2%, 58.7%[activator], -17.6%
O=C(CSc1nnc(COc2ccc(Cl)cc2)o1)N1CCCC1
→ -1.8, 25.4%, 6.3%, -6.2, 1.5%, 1.9%, -6.1%
O=C1CC(N2CCC(c3nc4ccccc4[nH]3)CC2)C(=O)N1c1cccc(F)c1 (centres undefined)
→ 0.6, -2.3%, -2.2%, -6.4, 32.3%, -8.3%[5.75 µM], -0.9%
COC(=O)c1cn(NC(=O)/C=C/c2cc(OC)ccc2OC)c(=O)c2ccccc12
→ -4.4, -1.2%, 0.5%, -15.2, 14.2%, ?, -7.6%
Fc1cccc(C2NN=C(c3ccccc3)S2)c1 (centres undefined)
→ 73.0*, 14.3%, -21.1%, 112.2*, 246.1%[activator], 270.4%[activator], -14.8%
Cc1ccc(C(=O)N2CCN(c3ccc([N+](=O)[O-])cc3)CC2)o1
→ -2.2, -18.8%, -2.3%, -1.4, -0.4%, -15.4%, -1.6%

Record cards, as listed above. Screens in order: CHX counter | AMA1-RON2 inh | LmPK inh | Shiga inhibitor | Pf growth 96h | Pf growth 48h | Tb PYK inh
Record of `CCOC(=O)C1CCCN(c2cc(NCCCO)c([N+](=O)[O-])c3nonc23)C1` (centres undefined) = -2.5 | / | 0.7% | -3.1 | 12.5% | ? | /
Record of `COc1ccc(C(=O)Nc2cccc(/C(C)=N\NC(=O)c3ccoc3C)c2)cc1OC` = 44.6* | 12.0% | -0.8% | 60.2* | -5.4% | -15.6% | -0.4%
Record of `CCCN(CCC)C(C)C(=O)NCC1(c2ccccc2)CCCC1` (centres undefined) = 11.9 | -0.6% | -2.4% | 3.0 | -2.2% | -25.6% | 3.3%

(listing goes on)
Every second line gives: CHX counter, AMA1-RON2 inh, LmPK inh, Shiga inhibitor, Pf growth 96h, Pf growth 48h, Tb PYK inh
CCn1c(CNc2ccc(Cl)cc2)nnc1SCc1ccc(C)cc1
→ -1.9, -5.2%, 1.7%, 24.4, -107.0%, -20.3%, -7.7%
CC1CCCCN1C(=O)Cn1cnc2c1c(=O)n(C)c(=O)n2C (centres undefined)
→ 1.4, -6.3%, 1.9%, -1.6, 17.6%, 11.4%, 3.7%
CCn1cc(CNC(=O)c2ccc(OC3CCN(Cc4ccccn4)CC3)cc2)cn1
→ -2.3, 53.8%[activator], 4.7%, 22.5, ?, 25.5%, -1.8%
CC(NC(=O)NC(=O)c1ccc(Cl)cc1Cl)C1CC1 (centres undefined)
→ 39.2*, 0.4%, -0.6%, 167.2*, 38.0%[activator], 29.3%, 2.5%
COc1ccc(C(=O)NCC(C)(C)N2CCOCC2)cc1S(=O)(=O)N1CCCC1
→ /, -11.5%, /, /, -16.8%, -1.9%, 4.0%
CCN(CC)C(=O)/C(=C/c1cccc([N+](=O)[O-])c1)NC(=O)c1ccco1
→ -3.4, 13.5%, 0.9%, -12.2, ?, 4.6%, 2.5%
COc1c(C(=O)NCCSC(C)(C)C)ccc2ccccc12
→ 12.7*, -15.6%, -3.7%, 38.8*, ?, 12.7%, -2.1%
O=C(O)Cn1cc2c(n1)CCCC2
→ -1.4, 3.7%, -1.0%, -10.7, ?, 0.7%, -0.3%
Cc1ccc(NC(=O)C2CCCN2C(=O)Oc2ccccc2)cc1C (centres undefined)
→ 6.1, -4.2%, -4.8%, 2.8, 6.8%, /, -2.0%
CC(=O)Nc1ccc(OCC(O)Cn2c(C(C)C)nc3ccccc32)cc1 (centres undefined)
→ -5.7, -9.8%, 0.4%, -7.3, 2.33µM*, -0.7%, 3.2%
CN(C)S(=O)(=O)c1ccc(C(=O)OCCN=C2NS(=O)(=O)c3ccccc32)cc1
→ -1.8, 0.4%, -3.0%, 0.4, ?, ?, -13.3%
CC1Cc2cc(S(=O)(=O)CCC(=O)NC3CCCCC3)ccc2N1C(=O)C1CC1 (centres undefined)
→ 3.4, -4.3%, 4.0%, -5.8, ?, ?, -3.7%
Cc1ccc(NC(=O)COc2ccc(N(C)S(=O)(=O)c3ccc(F)cc3)cc2)cc1
→ /, -10.4%, /, /, 10.4µM*, ?, -10.7%
Cc1nc2ccc(NC(=O)c3cnc(Cl)c(Cl)c3)cc2s1
→ 17.7*, -19.6%, 2.2%, 71.0*, 47.8%[activator], 60.4%[activator], -1.0%
Cc1ccc(NC(=O)CN2C(=O)S/C(=C\c3cc(C)n(-c4ccc(C(=O)O)cc4)c3C)C2=O)cc1
→ 5.5, -8.9%, -0.9%, 10.9, ?, 15.9%, -6.4%
Nc1cc(=O)[nH]c(SCC(=O)Nc2nc3ccc([N+](=O)[O-])cc3s2)n1
→ 0.7, /, -2.4%, 3.4, 4.0%, 17.3%, /
CS(=O)(=O)c1ccc(C(=O)N(Cc2ccccc2)c2ccccc2)cc1
→ 8.4, 4.5%, 8.0%, -11.8, ?, -21.5%, -1.5%

Screening results as filed in PubChem BioAssay.
